High-throughput results as filed in PubChem BioAssay.
TCR act – activators of T cell receptors; primary human leukocytes, anti-CD3, IL-2 HTRF, 48 h; Potency, µM (doses to about 9.22 µM), without a hit: at the highest dose activation of IL-2 secretion, actives largely listed as activators; 330,000 tested, under 10 active; note: % of control where 0% means no effect
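48 hr co-incubation of compounds, a-CD3 beads and primary human leukocytes; IL-2 quantified homogeneously by HTRF with anti-IL-2 K and d2 conjugates.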
TSG101-PTAP inh – blocks PTAP/TSG101 interaction to inhibit HIV-1 budding. AID 493005. Potency, µM (highest dose often 115 µM), for inactives: top-dose activity change, negative = inhibition, most hits filed as inhibitors. 340,000 tested, under 10 active. Fluorescence polarization, FITC-PTAP peptide / Tsg101 binding. Q99816; active = well fitted inhibition curve with a large enough effect in the main read-out, with a control signal flat, not every such curve was filed as active; inconclusive = small, poorly fitted or top-dose-only effect, or effect the other way, or a change in a side signal; inactive = no such curve, though single readings can be large or run the other way; note: potency is the fitted concentration of half-maximal effect; % of control where 0% means no effect
Target sequence (Q99816 whole entry, looked up): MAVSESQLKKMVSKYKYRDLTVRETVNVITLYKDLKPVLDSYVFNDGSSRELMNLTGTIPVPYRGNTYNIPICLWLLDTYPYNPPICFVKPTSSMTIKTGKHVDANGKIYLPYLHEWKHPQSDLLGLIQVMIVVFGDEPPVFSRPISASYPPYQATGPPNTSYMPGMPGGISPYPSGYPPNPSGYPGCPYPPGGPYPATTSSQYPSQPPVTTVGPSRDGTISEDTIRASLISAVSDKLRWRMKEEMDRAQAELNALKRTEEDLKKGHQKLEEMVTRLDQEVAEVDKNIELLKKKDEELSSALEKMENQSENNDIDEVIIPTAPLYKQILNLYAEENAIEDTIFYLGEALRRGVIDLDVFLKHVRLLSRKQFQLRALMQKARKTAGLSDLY
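Steps: Tsg101 binding domain dispensed (10 uM final), compounds pinned in DMSO, FITC-labeled PTAP-motif peptide added (50 nM final); after 20 min binding at room temperature, polarization measured.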
Menin-MLL TR inh – displaces Texas Red mutant MLL peptide from human menin; O00255; Menin + Texas Red MLL mutant peptide, fluorescence polarization; Potency, µM (series often up to 61.6 µM), inactives show at the highest dose FP activity change, negative = inhibition, most hits filed as inhibitors; actives 0.23% (n = 270,000); AID 1768; active = well fitted inhibition curve with a large enough effect in the polarisation, with a control signal flat, not every such curve was filed as active; inconclusive = small, poorly fitted or top-dose-only effect, or effect the other way, or a change in a side signal; inactive = no such curve, though single readings can be large or run the other way; the % refers to the polarisation; note: potency is the fitted concentration of half-maximal effect; % of control where 0% means no effect; many of its hits are not listed in these tables
Target sequence (O00255 whole entry, looked up): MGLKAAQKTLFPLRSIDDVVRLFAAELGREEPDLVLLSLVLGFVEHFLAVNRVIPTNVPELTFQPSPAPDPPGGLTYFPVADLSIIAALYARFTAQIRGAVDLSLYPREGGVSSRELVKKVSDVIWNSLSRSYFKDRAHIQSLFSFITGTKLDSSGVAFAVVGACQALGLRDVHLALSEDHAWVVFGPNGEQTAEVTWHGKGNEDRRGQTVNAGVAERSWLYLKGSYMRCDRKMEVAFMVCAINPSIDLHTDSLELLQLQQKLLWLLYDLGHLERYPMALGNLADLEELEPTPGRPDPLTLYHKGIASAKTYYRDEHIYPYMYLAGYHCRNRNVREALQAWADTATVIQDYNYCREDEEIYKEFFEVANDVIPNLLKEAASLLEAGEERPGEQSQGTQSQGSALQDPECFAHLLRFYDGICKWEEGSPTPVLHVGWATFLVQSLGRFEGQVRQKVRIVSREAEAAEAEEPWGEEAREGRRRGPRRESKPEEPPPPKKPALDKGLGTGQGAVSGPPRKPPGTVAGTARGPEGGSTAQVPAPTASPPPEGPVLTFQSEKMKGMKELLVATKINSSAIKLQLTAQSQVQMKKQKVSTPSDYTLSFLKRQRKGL
MBNL1-CUG inh – MBNL1-poly(CUG) RNA binding inhibition. Q9NR56. TR-FRET MBNL1-His/biotin-(CUG)12 binding, 665/545 ratio. actives 0.036% (n = 280,000). Potency, µM (series often up to 57.5 µM), for the others: at the highest dose activity change, negative = inhibition, hits mostly inhibitors; active = well fitted inhibition curve with a large enough effect in the signal ratio, with a control signal flat, not every such curve was filed as active; inconclusive = small, poorly fitted or top-dose-only effect, or effect the other way, or a change in a side signal; inactive = no such curve, though single readings can be large or run the other way; the % refers to the signal ratio; note: potency is the fitted concentration of half-maximal effect; % is set by controls: 0 for no effect and ±100 for the full control effect
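Ratiometric TR-FRET (665 over 545 nm, excitation 340 nm) tracks disruption of MBNL1-His/biotin-(CUG)12 complex after 60 min at room temperature, with compounds at 92 nM to 58 uM final.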
CXXC DNA block – inhibitors of human MLL CXXC domain-DNA interaction; Q03164; MLL-CXXC / FITC-HOXA9 DNA fluorescence polarization; Potency, µM (titrated, usually from 115 µM), inactives show top-dose activity change, negative = inhibition, actives largely listed as inhibitors; actives 0.037% (n = 290,000); AID 2662; active = well fitted inhibition curve with a large enough effect in the polarisation, with a control signal flat, not every such curve was filed as active; inconclusive = small, poorly fitted or top-dose-only effect, or effect the other way, or a change in a side signal; inactive = no such curve, though single readings can be large or run the other way; the % refers to the polarisation; note: potency is the fitted concentration of half-maximal effect
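Fluorescence polarization: 7 uM MLL-CXXC (stock) preincubated 5 min with compounds, then 50 nM fluorescein-HOX-A9 DNA (stock) added; 30 min ambient. Buffer 50 mM Tris-HCl pH 7.5, 50 mM NaCl, 1 mM DTT, 0.05% BSA.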
Integrin act MD – activators of alpha7 integrin expression for muscular dystrophy; alpha7betagal myoblasts, beta-gal FDG fluorescence, 48 h; AID 624291; Potency, µM (doses to about 38.3 µM), inactives show at the highest dose activation, hits mostly activators; actives 0.064% (n = 350,000);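 note: potency is the fitted concentration of half-maximal effect; 100% = response of the positive control SU9516; nearly all actives have a fitted effect of over 60% in size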
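alpha7betagal+/- myoblasts (passage 13, 250/well) treated 48 h at 37C with compounds at 1:260 dilution of DMSO stock. Lysed, then beta-galactosidase activity read as FDG fluorescence (ex 480/em 540) after 30 min, with pre-read for autofluorescence.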
Mito fusion act – blocks mitochondrial division or promotes mitochondrial fusion; S. cerevisiae fusion-defective mutant growth rescue, CellTiterGlo 48 h; Potency, µM (titrated, usually from 46.1 µM), inactives show at the highest dose growth rescue (activation), usual class: activators; actives 0.23% (n = 320,000); AID 485298;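 note: potency is the fitted concentration of half-maximal effect; % of control where 0% means no effect; nearly all actives have a fitted effect of over 45% in size; temperature-sensitive fusion mutants such as fzo1-1 at 37 °C on non-fermentable ethanol glycerol medium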
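Yeast fusion mutant, YPEG (non-fermentable carbon), compound, 48 h at 37C non-permissive; CellTiterGlo added, 10 min RT, luminescence read. Rescued growth = division inhibition.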
ASM inhibitor – inhibitors of human secretory acid sphingomyelinase. Potency, µM (doses to about 57.5 µM), for the others: at the top dose activity change, negative = inhibition, most hits filed as inhibitors. P17405. actives 0.006% (n = 340,000). placental ASM, HMU-PC fluorogenic substrate, 60 min; note: potency is the fitted concentration of half-maximal effect
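Steps: dispense placental human ASM, pin compound, wait 10 min at room temperature, add HMU-PC0 substrate at 9 uM final, incubate 60 min at 37 °C, add stop solution raising pH to 10, read fluorescence.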
AT treatment – potential ataxia-telangiectasia treatment; actives 0.19% (n = 320,000); […] A-T fibroblasts, KAP-1 phosphorylation AlphaLISA; neocarzinostatin DNA damage 30 min before lysis; AID 485349; Potency, µM (series often up to 57.5 µM), inactives show at the top dose activation, actives largely listed as activators; note: potency is the fitted concentration of half-maximal effect; % of control where 0% means no effect; nearly all actives have a fitted effect of over 45% in size
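ATM-like activity read as KAP-1 phosphorylation via AlphaLISA donor/acceptor antibody pairs after lysis and 6 hr at 25C. Cells were ATM-null patient fibroblasts ([…], hTERT), dosed 60 min, then exposed to the DSB inducer NCS for 30 min.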
TSHR antag – human thyrotropin receptor antagonism. AID 504810. P16473. TSHR-expressing cells, TSH-stimulated cAMP HTRF, 2 h; active compounds read low. actives 0.2% (n = 330,000). activity change, negative = inhibition, % at 11.5 µM;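 active = activity change below a set negative limit, meaning inhibition stronger than a set level, cut at about -70% in these data; inconclusive = activity change between two set negative limits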; note: % is set by controls: 0 for no effect and ±100 for the full control effect
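Freshly harvested TSHR cells receive pin-tooled compound, then EC80 TSH at 4nM final. After 2 hours at 37 deg C, antibody in lysis buffer and cAMP-d2 are added; 30 minutes at ambient temperature precede the HTRF read.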
* marks the source's active call; other numbers are inactive results; ? = inconclusive; nt = not tested or not shown; [ ] = remark or other dose. Unless noted, calls come from the whole dose curve; as a rule, active = well fitted curve in the direction sought with a large enough effect; inconclusive = small, poorly fitted or top-dose-only effect, or another doubt; inactive = no such curve, though single readings can be large; an effect the other way counts as inactive or inconclusive. This is a subset; count on the stated rates, not on these rows.

SMILES | TCR act | TSG101-PTAP inh | Menin-MLL TR inh | MBNL1-CUG inh | CXXC DNA block | Integrin act MD | Mito fusion act | ASM inhibitor | AT treatment | TSHR antag
Cn1cccc1CNC(=S)Nc1cc(F)cc(F)c1 | 3% | 0% | 18% | 2% | ? | -10% | 0% | 4% | 3% | 14
CC12CCCCC1(O)[N+](=O)C1=C(CCCC1)N2[O-] (stereo not drawn) | 7% | -2% | 4% | 6% | 14% | -1% | -1% | -1% | 14% | -2
Cc1ccccc1CN1C(=O)c2ccccc2Sc2ccc(C(=O)O)cc21 | 4% | -2% | ? | -6% | 2% | 11% | 5% | 11% | 3% | -12
COc1ccc(CNS(=O)(=O)c2cc(Br)cc3c2N(C(C)=O)C(C)C3)cc1 (stereo not drawn) | 0% | 0% | 3% | 0% | 17% | -20% | 0% | 1% | -9% | -5
Cc1ccc(S(=O)(=O)N2C(=O)CCC2C(=O)O/N=C(\N)c2ccccc2)cc1 (stereo not drawn) | 0% | -4% | ? | -7% | 2% | 6% | -5% | -3% | -11% | ?
O=C(O)CCc1nc2cc3ccccc3cc2[nH]1 | 0% | -9% | -14% | 14% | 6% | -17% | -3% | 8% | 5% | 2
CCOc1ccccc1CN1CCNC(=O)C1CC(=O)NC1CCCCCC1 (stereo not drawn) | -4% | -7% | -14% | 8% | 3% | 43% | -3% | 2% | 2% | 18
CCOC(=O)N1CCN(C(=O)CSc2cc(C)nc3c(-c4ccccc4OC)c(C)nn23)CC1 | 8% | -2% | -26% | -1% | -10% | -18% | 4% | 3% | 0% | -7
O=C(CCNC(=O)C1CCN(S(=O)(=O)c2ccccc2)CC1)NCCc1ccc(Cl)cc1 | 9% | -3% | nt | -3% | 46%[activator] | 25% | -1% | 5% | -5% | -3
O=C(CCN1C(=O)c2ccccc2S1(=O)=O)NCc1ccccc1Cl | 2% | -2% | nt | nt | nt | 16% | 5% | nt | 0% | -1
CCN1C(=O)[C@H]2[C@H]3CN=C(SCc4ccc(C)cc4)N3[C@@](CC)(C(=O)OC)[C@H]2C1=O | -2%[46.1 µM] | -3% | nt | nt | nt | 2% | nt | -4% | 4% | 39
NC(=O)c1cc(S(=O)(=O)N2CCCCC2)cs1 | 3% | -4% | -5% | -3% | -10% | 5% | 2% | -2% | 15% | 0
COc1ccc(C(=O)N/N=C(\C)CC(=O)Nc2ccc3c(c2)OCO3)cc1 | 3% | -7% | nt | 0% | 0% | -2% | -6% | -1% | -9% | -1
Nc1nnnn1/N=C/c1ccco1 | -4% | 0% | -8% | ? | -4% | 1% | -3% | 1% | -1% | 4
COc1ccc(-n2c(N)c(C(=O)Nc3c(C)n(C)n(-c4ccccc4)c3=O)c3nc4ccccc4nc32)cc1 | -3% | -7% | nt | -7% | -8% | 1% | 2% | 66%[activator] | -14% | 1
Cc1nnc(SCC(=O)Nc2nccs2)n1N | -4% | -3% | nt | nt | nt | 1% | 8% | 6% | 22% | 29
CCCOCC(O)CC(CC)C(=O)NNC(=S)Nc1ccccc1 (stereo not drawn) | 8% | -1% | 8% | 0% | 11% | 9% | -2% | 3% | 2% | 1
COc1ccccc1N1CCN(C(=O)NCc2ccc(Cl)cc2)CC1 | -7% | 0% | 1% | -1% | -4% | 11% | -2% | -7% | -4% | 33
Cc1ccc(S(=O)(=O)CCc2nnc(N)s2)cc1 | -1% | -3% | 5% | -6% | -8% | -7% | -7% | 5% | -7% | 36
Cc1onc(-c2c(Cl)cccc2Cl)c1C(=O)N1CCc2ccccc21 | 3% | -2% | 0% | 3% | 0% | 0% | 10% | -2% | -4% | -33
COCCNC(=O)c1onc(CSc2ccc(F)cc2)c1C(=O)NCCOC | -2% | -8% | nt | 0% | -1% | 10% | -4% | 1% | -3% | ?
CN(c1ccccc1)S(=O)(=O)c1cccc(C(=O)OCC(=O)Nc2ccc(C(N)=O)cc2)c1 | -2%[46.1 µM] | -7% | nt | nt | nt | 13% | nt | -6% | 5% | -28
CC(=O)Nc1ccc(NC(=O)c2cc(-c3ccccc3)nc3ccccc23)cc1 | 2% | 0% | 33%[activator] | 1% | 19% | 5% | -3% | -13% | 2% | 12
O=C(Nc1cccc(Cl)c1N1CCCC1)c1ccc(Br)o1 | -9% | 0% | 5% | 8% | 2% | -1% | 2% | -16% | ? | -4
COc1ccc(CN(C)C(C)C(=O)NC2CCCc3ccccc32)cc1 (stereo not drawn) | -6% | -7% | ? | 12% | -4% | 11% | -5% | -5% | 11% | 13
O=C(NC1CCCc2c1cnn2-c1cc(F)cc(F)c1)c1ccncc1 (stereo not drawn) | -1% | 0% | nt | -5% | -19% | -17% | 0% | 2% | 1% | 16
CC(C)C[C@@H](CO)NC(=O)CC[C@H](NC(=O)OC(C)(C)C)C(=O)N(Cc1ccccc1)Cc1ccccc1 | -3% | 0% | nt | nt | nt | -1% | nt | 1% | nt | nt
O=C(O)CC(C(=O)Nc1ccc(F)cc1)C1CCCO1 (stereo not drawn) | -1% | -7% | nt | 4% | -6% | 9% | 2% | 8% | -7% | 5
Cc1noc(C)c1COc1ccccc1C(=O)N1CCN(S(=O)(=O)c2cccc(Cl)c2)CC1 | 7% | -1% | nt | nt | nt | -1% | -3% | 4% | -8% | -3
COc1ccc(S(=O)(=O)NCc2ccccc2)cc1Br | nt | nt | 18% | 1% | 1% | nt | -1% | nt | 3% | 1
COC(=O)c1ccc(CN2CCC(CO)(CCOc3ccccc3)CC2)cc1 | -2% | -1% | -14% | -1% | 7% | 15% | 0% | 1% | -5% | 2
Oc1ccc(/C=N/NC(=S)Nc2cccnc2)cc1O | 0%[46.1 µM] | -3% | 19% | nt | 11% | -8% | -9% | 5% | -5% | 14
CCCCCOC(=O)C1[C@H]2C(=O)N(Cc3cccs3)C[C@]23C=C[C@H]1O3 (stereo partly drawn) | nt | -4% | -22% | 14% | 14% | 4%[7.66 µM] | 0% | 2% | 14% | -6
C=CCn1c(SCC(=O)NCC2CCCO2)nc2c([nH]c3ccccc32)c1=O (stereo not drawn) | -2% | -1% | nt | -1% | -14% | -23% | -2% | 2% | 3% | 14
Nc1ccc2c(c1)[nH]c(=O)c1ccccc12 | -7% | -1% | nt | nt | nt | -16% | nt | 229%[activator] | nt | nt
COc1ccccc1CNC(=O)CCNC(=O)C1CCN(S(=O)(=O)c2ccccc2)CC1 | -7% | 1% | 3% | -6% | 1% | 28% | -1% | 3% | 0% | -5
CCCCN(C(=O)c1cccc(S(=O)(=O)N(C)c2ccc(C)cc2)c1)c1c(N)n(CC(C)C)c(=O)[nH]c1=O | 0% | 4% | nt | nt | nt | 28% | nt | 6% | nt | nt
COc1ccc(CCNc2nc(Cl)nc(NC(C)(C)CO)n2)cc1OC | -6% | -2% | -21% | -9% | -11% | 0% | 2% | 0% | 1% | -3
